High-throughput results (PubChem BioAssay)
CHT allo act: CHT positive allosteric modulators, primary screen, cell-based, membrane potential dye, choline EC20; 310,000 compounds, 0.49% hits; CHT-expressing cells; active compounds read high; LV-AA mutant CHT in HEK293 cells; High affinity choline transporter 1 (Homo sapiens), Q9GZV3; B-score at 10 µM; AID 488977, 2010;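 active = initial fluorescence not abnormally high and integrated response B-score, plate-corrected, over 3 SD above library mean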
Target sequence (Q9GZV3 whole entry, looked up): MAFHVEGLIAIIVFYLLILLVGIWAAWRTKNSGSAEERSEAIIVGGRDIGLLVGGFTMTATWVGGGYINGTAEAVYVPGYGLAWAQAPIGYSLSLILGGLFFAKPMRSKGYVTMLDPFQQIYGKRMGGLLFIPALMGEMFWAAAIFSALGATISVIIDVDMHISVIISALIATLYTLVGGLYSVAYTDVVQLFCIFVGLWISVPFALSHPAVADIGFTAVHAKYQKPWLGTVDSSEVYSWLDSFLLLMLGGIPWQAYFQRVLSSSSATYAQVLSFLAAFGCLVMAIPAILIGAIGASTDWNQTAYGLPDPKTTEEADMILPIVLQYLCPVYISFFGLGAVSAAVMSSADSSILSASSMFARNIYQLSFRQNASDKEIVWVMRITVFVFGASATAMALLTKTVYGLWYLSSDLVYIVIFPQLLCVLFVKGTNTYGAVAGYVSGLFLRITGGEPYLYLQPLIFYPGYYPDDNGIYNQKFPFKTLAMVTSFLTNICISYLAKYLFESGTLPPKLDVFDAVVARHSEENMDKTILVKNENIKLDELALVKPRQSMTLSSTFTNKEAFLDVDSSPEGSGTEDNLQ
OX1R antag: OX1R (HCRTR1) antagonists, primary screen, fluorescence, CHO/OX1R cells, Fluo-8 calcium, orexin A; Orexin/Hypocretin receptor type 1 (Homo sapiens), O43613; Fluo-8 calcium fluorescence; 330,000 compounds, 0.43% hits; AID 434989, 2010; inhibition, % at 5 µM;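 active = inhibition above its plate's threshold, mean inhibition of all tested compounds on the plate plus 3 SD, cut at about 37% in these data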;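 also: 0% = orexin A challenge wells and 100% = SB-334867-A antagonist wells; not every result past the cut was called active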
Target sequence (O43613 whole entry, looked up): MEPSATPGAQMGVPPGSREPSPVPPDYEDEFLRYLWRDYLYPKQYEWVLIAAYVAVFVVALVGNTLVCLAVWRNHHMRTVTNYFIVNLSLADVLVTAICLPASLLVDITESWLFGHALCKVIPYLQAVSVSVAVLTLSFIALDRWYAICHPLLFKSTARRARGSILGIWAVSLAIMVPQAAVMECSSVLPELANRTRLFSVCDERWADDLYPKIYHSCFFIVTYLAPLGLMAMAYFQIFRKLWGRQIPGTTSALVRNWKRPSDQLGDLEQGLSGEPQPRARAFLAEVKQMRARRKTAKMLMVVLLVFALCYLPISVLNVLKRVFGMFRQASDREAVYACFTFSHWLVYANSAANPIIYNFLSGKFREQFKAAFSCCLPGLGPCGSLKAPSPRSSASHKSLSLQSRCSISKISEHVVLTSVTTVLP
Numbers without * were called inactive; i = inactive; / = no result given.

SMILES	CHT allo act	OX1R antag
Cc1ccn2c(Nc3ccccc3C)c(-c3cccnc3)nc2c1	i	-21
CCOC(=O)CCC(=O)N1CCOCCOCCN(C(=O)CCC(=O)OCC)CCOCC1	i	-10
CCN(CCCNC(=O)Cn1ncc2c([nH]c3ccccc32)c1=O)Cc1ccccc1	i	-26
Cc1c(NC(=O)c2cc(-c3ccc(O)cc3)on2)c(=O)n(-c2ccccc2)n1C	i	16
Cc1c(S(=O)(=O)N2CCC(C)CC2)c(=O)n(C)c(=O)n1C	i	0
Cc1cc(C(=O)OCC(=O)Nc2cc(C(F)(F)F)ccc2N2CCOCC2)c(C)o1	i	-18
CC(C)c1ccc(/C=C/C(=O)NC(=S)NN2CCOCC2)cc1	i	/
CCOc1nc2ccccc2nc1NS(=O)(=O)c1ccccc1	i	-11
Nc1cccc(-c2nc3ccccc3s2)c1	i	-15
Cc1nn(C(C)C(=O)O)c2ccccc12 (stereo unspecified)	i	-6
NNc1nccc(Nc2ccccc2C(=O)O)n1	i	0
Cc1ccc(CC(=O)Nc2ccncc2)cc1	i	-3
CCN1C/C(=C/c2ccc(N3CCOCC3)cc2)C(=O)/C(=C/c2ccc(N3CCOCC3)cc2)C1	i	46
COc1ccc(S(=O)(=O)/C(C#N)=C/Nc2ccc(NC(C)=O)cc2)cc1	i	/
CCCC(C)NC(=O)c1ccc(C2SCC(=O)N2Cc2ccco2)cc1 (stereo unspecified)	i	-22
CCN(CC(=O)Nc1c(F)cccc1F)C(=O)C1CC(=O)N(CCc2ccccc2)C1 (stereo unspecified)	i	-14
COc1ccc(C(=O)N/C(=C\c2cn(C)c3ccccc23)C(=O)N2CCOCC2)cc1OC	i	-9
COC(=O)CNC(=O)Cn1cnc2sc(C)c(S(=O)(=O)N3CCC(C)CC3)c2c1=O	i	6
Cc1c(C(=O)OCCOc2ccc(Br)cc2)sc(=S)n1C	i	-9
CC(C)C(=O)Nc1nnc(CCN2CCCCC2)s1	i	-8
CC1CCC(C(C)C)C(OC(=O)Cn2nnc3c(cnn3-c3ccccc3)c2=O)C1 (stereo unspecified)	i	1
COc1ccccc1OCc1ccc(C(=O)N2CCN(C(=O)c3ccco3)CC2)cc1	i	-33
CCc1ccc(/C=N/NC(=O)c2cc(-c3ccncc3)nc3ccccc23)s1	i	-25
Cc1cc(C)c(NC(=O)C(=O)NCc2ccco2)c(C)c1	i	-23
Cc1cc(C)nc(Nc2n[nH]c(-c3ccccc3Br)n2)n1	i	-13

Next part, overlapping the part above by 3 compounds.
SMILES	CHT allo act	OX1R antag
CCc1ccc(/C=N/NC(=O)c2cc(-c3ccncc3)nc3ccccc23)s1	i	-25
Cc1cc(C)c(NC(=O)C(=O)NCc2ccco2)c(C)c1	i	-23
Cc1cc(C)nc(Nc2n[nH]c(-c3ccccc3Br)n2)n1	i	-13
O=C(CCCSc1nc2ccccc2[nH]1)N1CCN(c2ccccc2)CC1	i	-4
COc1ccc(S(=O)(=O)NC2CC3CCC2C3)cc1Cl (stereo unspecified)	i	-8
NS(=O)(=O)c1cc(C(=O)OCCNC(=O)c2ccccc2)c(Cl)cc1Cl	i	-4
COc1ccccc1-n1c(CNC(=O)COc2ccccc2)n[nH]c1=S	i	9
Cc1cc(C)c2cc(CN(CCO)C(=O)NC3CCCCC3)c(=O)[nH]c2c1	i	-27
COc1cc(-c2nc3sc(C)c(C)c3c(=O)o2)cc(OC)c1OC	i	-2
O=C(CN1CCN(Cc2ccccc2)CC1)Nc1ccc(Cl)cn1	i	-21
Cc1ccc(N=C2SC(C(=O)NCCc3ccccc3)CC(=O)N2C)cc1C (stereo unspecified)	i	-25
O=C(NC(=S)Nc1ccc(S(=O)(=O)Nc2ccccc2)cc1)C1CC1	i	1
COc1ccc(S(N)(=O)=O)cc1C(=O)OCC(=O)NC(C)(C#N)C1CC1 (stereo unspecified)	/	-20
CCOc1ccc(CCNC(=O)c2c(C)noc2C)cc1OCC	i	-32
COc1ccc(-n2nc([N+](=O)[O-])c(=NC3CCN(Cc4ccccc4)CC3)n2O)cc1	i	-37
Cc1ccccc1NC(=O)Cn1c(C)nc2ccc(N)cc2c1=O	i	-25
Cc1ccc(N/C(=N/S(=O)(=O)c2cccs2)c2ccccc2)c(C)c1	i	-19
O=C(COC(=O)c1ccccc1)NCC1CCCO1 (stereo unspecified)	i	-20
Cc1n[nH]c(C)c1CCC(=O)N/N=C/c1c[nH]c2ccccc12	i	-8
Cc1ccc2c(c1)N=C(c1ccc(Cl)cc1)CO2	i	-14
O=C1C2C3C=CC(C3)C2C(=O)N1c1nccs1 (stereo unspecified)	i	-5
CC(=O)OC1COC(N2CCc3cc(Br)c([N+](=O)[O-])cc32)C(OC(C)=O)C1OC(C)=O (stereo unspecified)	i	-23
O=C(CSc1cccc[n+]1[O-])Nc1cc(S(=O)(=O)N2CCOCC2)ccc1N1CCOCC1	i	-7
C=CCOc1c2ccc(C(=O)NCc3ccc(C)cc3)cc2nn1C	i	-10
CCCNC(=O)NC(=O)CN1CCCC1c1ccc2c(c1)OCCO2 (stereo unspecified)	i	-36
CCOc1ccc(/C=C/C2=CC(C)(C)NC(=S)N2)cc1	i	-37
COc1c(/C=C2\SC(=Nc3ccccc3Cl)NC2=O)cccc1[N+](=O)[O-]	i	-14
CCOC(=O)c1c(C)[nH]c(C)c1C(=O)COC(=O)/C=C/c1ccc(Cl)cc1	i	-13

Two records picked at random from the list so far:
SMILES	CHT allo act	OX1R antag
CCCNC(=O)NC(=O)CN1CCCC1c1ccc2c(c1)OCCO2 (stereo unspecified)	i	-36
O=C1C2C3C=CC(C3)C2C(=O)N1c1nccs1 (stereo unspecified)	i	-5

Later entries.
SMILES	CHT allo act	OX1R antag
Cc1ccc(C)c(S(=O)(=O)N2CCN(C(=O)CCNC(=O)c3ccc(Br)cc3)CC2)c1	i	-6
CCOC(=O)c1[nH]c2ccc(OCC)cc2c1NC(=O)CN1CCC2(CC1)OCCO2	i	-21
O=C(NC1CCSc2ccccc21)c1ccc([N+](=O)[O-])cc1 (stereo unspecified)	i	-10
COc1ccc(OCC(=O)N/N=C/C=C/c2ccccc2)cc1	i	-4
CCN(CC)S(=O)(=O)c1ccc2c(c1)nc(SCC(=O)NCC1CCCO1)n2CC (stereo unspecified)	i	-10
CN(C)C(=O)CN1CCN(Cc2cn(C)nc2-c2ccc3c(c2)OCCO3)CC1	i	-12
COC(=O)c1ccc(NC(=O)CSC2=Nc3ccccc3C3CC=NN23)cc1 (stereo unspecified)	i	-2
CC(=O)N1CCC(=NNc2nc3ccccc3[nH]2)CC1	i	-45
COC(=O)Cc1c(C)c2ccc(OCC(=O)c3ccc(OC)c(OC)c3)cc2oc1=O	i	-13
CCN(CC)c1ccc(Nc2nc(-c3cccnc3)cs2)cc1	i	-46
CC(=O)N(Cc1ccco1)Cc1cc2cccc(C)c2n2nnnc12	i	-35
COc1cccc(NC(=S)NC2CC3CCCC(C2)N3CC(C)C)c1 (stereo unspecified)	i	-30
COCC(=O)N1CCC(n2nnc3cc(C(F)(F)F)ccc32)CC1	i	-3
O=C(NCCCc1ccccc1)C(=O)NCC1OCCN1S(=O)(=O)c1ccccc1 (stereo unspecified)	i	-11
CC(C)C(=O)N1CCN(c2nc(-c3ccccc3)c3c(c2C#N)CC(C)(C)OC3)CC1	i	-42
C/C=C/c1ccc(OCCCNC)c(OC)c1	i	-16
COc1cc([N+](=O)[O-])cc(/C=C2/SC(=S)N(Cc3ccccc3)C2=O)c1O	i	68*
COC(=O)C1=CO[C@@H](O[C@@H]2O[C@H](CO)[C@@H](O)[C@H](O)[C@H]2O)C2C(CO)=CCC12 (stereo partly specified)	/	1
CCCCC1=CC2=CC(=O)C(C)(OC(=O)CC)C(=O)C2=CN1C(CO)CO (stereo unspecified)	i	-10
Cc1ccccc1Nc1nc(NCc2ccco2)c2ccccc2n1	i	10
Cc1c(N=c2scc(-c3ccccc3)n2CCO)c(=O)n(-c2ccccc2)n1C	i	-7
CCc1c(C)nc(Nc2nc(C)c3ccc(OC)cc3n2)[nH]c1=O	i	2
Cn1cc(CNC(=O)COc2ccc(Cl)cc2Cl)cn1	i	-16
Cc1noc(C)c1NC(=O)Nc1cccc2c1O[C@H](CN(C)S(=O)(=O)c1c(C)noc1C)[C@@H](C)CN([C@H](C)CO)C2=O	/	-20
Cc1ccc(S(=O)(=O)N2CCC(C(=O)NNC(=O)c3cccnc3)CC2)cc1	i	-4

Next section
SMILES	CHT allo act	OX1R antag
CC1=C(C(=O)Nc2ccccn2)C(c2ccc(Cl)cc2)NC(=S)N1 (stereo unspecified)	i	-31
CCC1CCC(C(=O)NC(C(=O)Nc2ccc3c(c2)OCCO3)C(C)C)CC1 (stereo unspecified)	i	-34
COc1cc(/C=N/NC(=O)c2cccnc2)ccc1OC(=O)c1cccc(Br)c1	i	-15
C=CCn1c(SCC(=O)/C(C#N)=C(\C)N)nc2sc(C)c(C)c2c1=O	i	-15
CC1(c2ccccc2)CC2CC(c3ccccc3)N1O2 (stereo unspecified)	i	-19
CC(=O)c1cccc(NC(=O)CN2CCN(Cc3ccccc3)CC2)c1	i	/
Cc1c(C(=O)N2CCC2)oc2c(F)cccc12	/	-20
C=CCN(C(=O)CCC(=O)Nc1cc(C)on1)C(C(=O)NC(C)(C)CC)c1cccc(OC)c1OC (stereo unspecified)	i	-18
COC(=O)c1cccc(N(CC(=O)NCC2CCCO2)C(=O)CCC(=O)Nc2cc(C)on2)c1 (stereo unspecified)	i	1
COc1ccccc1Nc1nc(N)nc(CSC(=S)N2CCN(c3ccccc3)CC2)n1	i	-26
Cc1cc(C)cc(NC(=O)COC(=O)CC2CCCC2)c1	/	-6
CCOC(=O)[C@@H]1[C@H]2COc3cc(OC)ccc3[C@@H]2N2C(=O)N(c3ccc(Br)cc3)C(=O)[C@@]12C	i	-21
Cc1nn(-c2ccccc2)nc1C(=O)Oc1cc(C(F)(F)F)nn1-c1ccccc1	i	-17
COCCNC(=O)C(c1ccco1)N(C(=O)Cn1nnc2ccccc21)c1cc(C)ccc1C (stereo unspecified)	i	-32
Cc1ccc([C@@H]2[C@@H]3C(=O)N(c4ccccc4)C(=O)[C@@H]3[C@]3(C)C(=O)N(Cc4ccccn4)CC(=O)N23)o1	i	-7
Cc1ccccc1NC(=O)N1CCC(C(=O)c2ccc(F)cc2)CC1	i	-12
O=C(Nc1ncccc1O)c1ccc2c(c1)OCO2	i	-9
COc1ccccc1-c1coc2c(CN3CCN(C)CC3)c(O)ccc2c1=O	i	-10
COc1ccc(CC(=O)OCC(=O)Nc2cccnc2Cl)cc1OC	i	-9
COC(=O)c1ccc(S(=O)(=O)c2ccc(Cl)cc2)c(N)c1	i	-16
CCOc1ccccc1NC(=O)NC1CC2CCCC(C1)N2Cc1nnnn1CCc1ccccc1 (stereo unspecified)	i	-31
COc1cccc(-c2c(NC(=O)c3ccco3)n(-c3ccc(C)cc3)nc(C)c2=O)c1	i	-4
C1CCCC(N2CCNCC2)CC1	i	-1
COc1ccc(NC(=O)COC(=O)c2ccc(N3CCCC3=O)cc2)cc1	/	6
CC1CC(CN)CC(CO)C1 (stereo unspecified)	i	1

Entries listed so far with bromine, in the order listed:
SMILES	CHT allo act	OX1R antag
Cc1c(C(=O)OCCOc2ccc(Br)cc2)sc(=S)n1C	i	-9
Cc1cc(C)nc(Nc2n[nH]c(-c3ccccc3Br)n2)n1	i	-13
CC(=O)OC1COC(N2CCc3cc(Br)c([N+](=O)[O-])cc32)C(OC(C)=O)C1OC(C)=O (stereo unspecified)	i	-23
Cc1ccc(C)c(S(=O)(=O)N2CCN(C(=O)CCNC(=O)c3ccc(Br)cc3)CC2)c1	i	-6
COc1cc(/C=N/NC(=O)c2cccnc2)ccc1OC(=O)c1cccc(Br)c1	i	-15
CCOC(=O)[C@@H]1[C@H]2COc3cc(OC)ccc3[C@@H]2N2C(=O)N(c3ccc(Br)cc3)C(=O)[C@@]12C	i	-21

Following part
SMILES	CHT allo act	OX1R antag
O=C(CCNc1cccc(Cl)c1)c1cccs1	i	-13
COc1ccc(CN(C)CC(=O)Nc2ccc(Cl)cc2F)c(OC)c1	i	-26
O=C(CSc1ccccc1)NC1CCCCCC1	i	-10
O=C(c1ccc2n[nH]nc2c1)N1CCN(c2ccc(C(F)(F)F)cn2)CC1	/	-3
CC(C)CC(=O)c1c[nH]c(C(=O)NCCc2ccccn2)c1	i	-17
CN1CCN(C(=O)C2=C[C@@H](c3coc4ccccc4c3=O)C[C@@H](OCCCCO)O2)CC1	i	-22
O=C(NCc1ccco1)c1sc2cc(Cl)ccc2c1Cl	i	-27
COC(=O)c1ccc(C(=O)NC2CCCN(Cc3ccc(Cl)cc3)C2)nc1 (stereo unspecified)	i	-17
Cc1[nH]n(-c2ccc([N+](=O)[O-])cc2)c(=O)c1C=NCCc1c[nH]c2ccccc12	i	0
COc1ccc(-c2cc3c(=O)n(CC(=O)NCCCc4ccccc4)ncn3n2)cc1	i	6
CCOC(=O)N1CCN(C(=O)CCSc2ccc(C)cc2)CC1	i	-18
COc1ccc(CCNC(=O)CN(c2cccc([N+](=O)[O-])c2)S(C)(=O)=O)cc1OC	i	-13
O=C(CNc1ccccc1)NNC1=NCCC1	i	-3
Cc1ccc(Nc2nc3c(c(=O)[nH]c(=O)n3C)n2Cc2ccc(F)cc2)cc1	i	-24

Arranged by value in OX1R antag (falling): 3 of the compounds above
structure	OX1R antag
Cc1[nH]n(-c2ccc([N+](=O)[O-])cc2)c(=O)c1C=NCCc1c[nH]c2ccccc12	0
O=C(CCNc1cccc(Cl)c1)c1cccs1	-13
COC(=O)c1ccc(C(=O)NC2CCCN(Cc3ccc(Cl)cc3)C2)nc1 (stereo unspecified)	-17
